Assay outcomes deposited in PubChem by several laboratories.
PLAP inhibitors HTS = inhibition of human placental alkaline phosphatase – biochemical, luminescence, HTS (AID 690); purified PLAP, luminescent substrate; higher % means a stronger effect; 96,000 tested, 0.08% active; one-dose inhibition, % at 20 µM; IC50 in µM for titrated hits; in the data active = a potency from the dose series; inactive = the rest, 99 in 100 with inhibition below about 30%; also: strong numbers were not always called active
MRP resist rev = MRP-mediated drug resistance reversal | 85,000 tested, 0.04% active | differential viability (reversal), % at 10 µM | AID 602 | H69AR cells + 2 uM doxorubicin, CellTiter-Glo, 72 h;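 active = viability drop by adding the cancer drug above about 55%, with treated viability meeting a 40% cutoff, limit read from the data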;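 also: viability without doxorubicin minus viability with 2 µM doxorubicin for each compound; larger differential means the compound sensitizes cells more to doxorubicin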
NFkB transloc pot = enhances IL-1B driven NFkB nuclear translocation; HUVEC IL-1B NFkB p65 nuclear translocation imaging; activation, % at 2 µM; 94,000 tested, 0.3% active; AID 819;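 active = activation above 40%, about the mean plus 3 SD, also judged a hit on visual image review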;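 also: percent activation is computed from the nuclear over cytoplasmic p65 intensity ratio; values of inactives mirror those of a sister screen read the other way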
IL1B NFkB inh = blocks IL-1B driven NFkB nuclear translocation in HUVEC cells. AID 796. HUVEC IL-1B NFkB p65 nuclear translocation imaging. inhibition, % at 2 µM. 94,000 tested, 0.43% active;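 active = inhibition above about 30% together with a positive call from visual inspection of the well image, limit read from the data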;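 also: nuclear over cytoplasmic p65 intensity ratio measured by imaging; 0% = IL-1B stimulated DMSO wells and 100% = unstimulated DMSO wells; values of inactives mirror those of a sister screen read the other way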
Bcl-B displacement = displacers of TR3 peptide from Bcl-B, primary screen, selectivity assay for Bfl-1 inhibitor project, biochemical, fluorescence polarization; 96,000 tested, 0.11% active; FP displacement of FITC-TR3 peptide from Bcl-B; higher % means a stronger effect; AID 748; one-dose displacement, % at 20 µM; IC50 in µM for titrated hits;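 active = displacement above 50% at 20 µM plus a fluorescence interference ratio under 1.5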;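 also: plate controls were wells without compound for no effect and wells lacking Bcl-B protein for full effect; a part of the inactive calls stands beside numbers as strong as those of hits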
MRP resist rev cytotoxicity = further read-out of MRP resist rev, marked with its call; viability, %; H69AR cells, CellTiter-Glo, 72 h; measured here: cytotoxicity without doxorubicin
MRP resist rev with doxorubicin = second read-out of MRP resist rev, no call of its own (marks repeat the call); viability, %; measured here: viability with 2 uM doxorubicin; active compounds read low
IL1B NFkB inh cell count 2 µM = also measured in IL1B NFkB inh; calls as there; cell count; measured here: cells passing quality filter;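 raw number of nuclei counted in each imaged well without normalization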
NFkB transloc pot cell count 2 µM = also measured in NFkB transloc pot; calls as there; cell count; measured here: cells passing quality filter
* hit, by the source's call; / = not tested or not shown. This is a subset, so the mix of outcomes need not match the whole.

SMILES	PLAP inhibitors HTS	MRP resist rev	MRP resist rev cytotoxicity	MRP resist rev with doxorubicin	NFkB transloc pot	NFkB transloc pot cell count 2 µM	IL1B NFkB inh	IL1B NFkB inh cell count 2 µM	Bcl-B displacement
Cc1ccc(S(=O)(=O)N(C)CC(=O)NC2CCCC2)cc1	-6.3%	1.9	100.1	98.1	-5.8	123	5.8	123	-6.3%
CNC(=S)NCc1ccc(Cl)cc1	/	/	/	/	10.0	170	-10.0	170	/
CCC(=O)N1CCc2cc(Br)cc(S(=O)(=O)NCC3CCCO3)c21 (stereo not given)	-16.1%	10.2	98.0	87.8	/	/	/	/	-4.5%
COc1ccc(-c2cc(C(=O)Nc3c(C)nn(Cc4ccccc4)c3C)no2)cc1	17.5%	4.0	92.0	87.9	-4.7	141	4.7	141	-4.4%
CC(=O)c1cccc(NC(=O)c2ccc(N(Cc3ccc(C)cc3)S(C)(=O)=O)cc2)c1	-26.6%	-3.0	83.5	86.5	21.4	58	-21.4	58	3.0%
CCOC(=O)c1c(-c2ccccc2)[nH]c2ccc(O)cc12	12.6%	12.6	101.1	88.5	12.8	143	-12.8	143	-3.7%
COc1ccc(CNC(=O)/C=C/c2cc([N+](=O)[O-])ccc2OC(F)F)cc1	21.0%	/	/	/	20.7	175	-20.7	175	6.0%
Cn1c(/C=C/N2CCOCC2)c(C(=O)c2ccc(Br)cc2)c(=O)n(C)c1=O	0.8%	/	/	/	9.2	167	-9.2	167	-3.4%
CC(C)(NC(=O)N1CCCC1)c1cccc(C(C)(C)NC(=O)N2CCCC2)c1	11.0%	/	/	/	-6.0	166	6.0	166	1.0%
O=C(CSc1nnc(-c2cccs2)n1Cc1ccco1)Nc1ccc2c(c1)OCO2	12.7%	14.2	107.8	93.7	4.1	114	-4.1	114	-11.4%
CCCc1nc(Nc2nc3ccccc3o2)nc(C)c1C(=O)OCC	-40.9%	-8.7	72.5	81.2	7.4	77	-7.4	77	-4.3%
COc1cccc(NC(=O)N(C2CCCCC2)C(C)c2cccs2)c1 (stereo not given)	-8.9%	8.2	83.7	75.5	-15.4	74	15.4	74	2.5%
N/C(Cc1ccc([N+](=O)[O-])cc1)=N\OC(=O)c1ccc2ccccc2c1	-9.2%	-23.6	65.8	89.3	-4.3	205	4.3	205	-3.7%
Cc1cccc(N2CN=c3s/c(=C\c4ccncc4)c(=O)n3C2)c1	6.5%	4.5	82.9	78.4	-7.1	163	7.1	163	-22.8%
COc1ccccc1NC(=O)CC1Nc2ccccc2NC1=O (stereo not given)	-54.7%	-2.6	93.3	95.8	7.7	144	-7.7	144	5.9%
COc1ccc(-c2nn[nH]n2)cc1OC	14.4%	5.8	111.9	106.0	3.6	142	-3.6	142	3.6%
CCN(CC)S(=O)(=O)c1ccc2c(c1)nc(SCC(=O)NC1CC1)n2-c1ccccc1OC	-53.4%	19.2	80.0	60.8	10.1	164	-10.1	164	-10.5%
O=C(O)c1nn2c(c1Br)NC(c1ccccc1)CC2C(F)(F)F (stereo not given)	9.1%	/	/	/	0.3	143	-0.3	143	-1.2%
O=C(COC(=O)C1(c2ccc(Cl)cc2)CCCC1)NC1CCS(=O)(=O)C1 (stereo not given)	2.8%	5.8	95.9	90.2	7.1	176	-7.1	176	-7.5%
COc1ccc2sc(N3C(=O)CC(Cc4cccc(C)c4)C3=O)nc2c1 (stereo not given)	-10.7%	/	/	/	3.8	118	-3.8	118	3.2%
Cc1ccc(S(=O)(=O)N2CCC(C(=O)N3CCC(C(=O)NCc4cccnc4)CC3)CC2)cc1	-60.2%	/	/	/	32.7	114	-32.7	114	-2.9%
Oc1cc2c(cc1CN1CCN(c3cccc(C(F)(F)F)c3)CC1)CCC2	31.9%	16.8	102.0	85.2	-6.1	156	6.1	156	-6.6%
CN(C)c1ccc(NC(=S)NC(=O)/C=C/c2ccc(Cl)cc2)cc1	46.6%	/	/	/	-2.1	125	2.1	125	-15.3%
O=C(O)c1cc(S(=O)(=O)NCc2ccco2)c(Cl)cc1Cl	-2.7%	10.3	91.5	81.2	1.9	103	-1.9	103	22.5%
CCc1ccc(-c2nc(CN3CCC(C(=O)NCCN(CC)c4ccccc4)CC3)c(C)o2)cc1	-65.0%	-0.5	1.6	2.1	4.9	201	-4.9	201	1.8%
COc1ccc(C)cc1NC(=O)C1CCCN(S(=O)(=O)c2cnc[nH]2)C1 (stereo not given)	-56.8%	-0.6	92.5	93.0	-16.9	150	16.9	150	9.5%
O=S(=O)(c1cccc2nsnc12)N1CCN(C/C=C/c2ccccc2)CC1	-46.4%	11.9	84.8	72.9	/	/	/	/	9.2%
Cc1c(C(=O)OCC(=O)N2CC(=O)Nc3ccccc32)oc2ccccc12	-20.4%	/	/	/	13.5	155	-13.5	155	-32.2%
CCOC(=O)N1CCN(C(=O)CCCn2c(=S)[nH]c3ccc(Br)cc3c2=O)CC1	-100.8%	-21.1	59.0	80.0	6.4	199	-6.4	199	1.5%
C/C(=N\NC(=O)c1nn(C)cc1Br)c1cccc(NC(=O)C2CCCC2)c1	-3.1%	/	/	/	12.5	177	-12.5	177	-5.8%
CCN(CC)S(=O)(=O)c1ccc(OC)c(NC(=O)c2cc([N+](=O)[O-])ccc2Cl)c1	9.1%	/	/	/	-4.2	137	4.2	137	5.3%
O=C(c1cccnc1NCc1ccc(F)cc1)N1CCOCC1	-4.5%	-9.5	93.3	102.8	/	/	/	/	5.5%
COCCSc1ccccc1C(=O)NCc1ccco1	-4.3%	17.0	91.1	74.1	-5.7	197	5.7	197	-6.4%
Cc1cc(C)n(C(=O)Cn2nc(C(F)F)cc2C)n1	/	-5.9	80.8	86.7	22.4	131	-22.4	131	/
O=C(O)CNS(=O)(=O)c1cccc2nsnc12	-2.6%	4.7	81.8	77.1	-8.5	190	8.5	190	1.9%
CC(C)(C)n1nc2c(c1NC(=O)Cc1cccc3ccccc13)CS(=O)C2 (stereo not given)	-24.0%	-2.1	94.5	96.5	-15.1	190	15.1	190	-1.7%
O=C(c1ccc(COc2ccc(F)cc2)o1)n1cccn1	-9.4%	-0.1	108.4	108.4	-6.9	118	6.9	118	-2.3%
CCCCSc1nc(O)c(C2OC(=O)c3c2ccc(OC)c3OC)c(=O)n1C (stereo not given)	-32.1%	4.8	83.3	78.5	-3.2	146	3.3	146	3.9%
N#Cc1ccsc1NC(=O)COc1ccc(-c2nnco2)cc1	-57.4%	5.6	92.5	87.0	/	/	/	/	-46.2%
CCCc1cc(NCC2CCCO2)n2c(nc3ccccc32)c1C#N (stereo not given)	-39.0%	29.3	47.2	17.9	-16.6	111	16.6	111	3.2%
CC1=CC(c2ccccc2)n2nc(NS(=O)(=O)c3ccc(C)cc3)nc2N1 (stereo not given)	-24.9%	/	/	/	16.0	118	-16.0	118	-4.0%
CC(C(=O)N1CCN(C)CC1)N1C(=O)c2ccccc2C1=O (stereo not given)	-7.8%	2.2	99.2	97.0	-11.7	80	11.7	80	-7.3%
CS(=O)(=O)N1CCc2cc(S(=O)(=O)Nc3ccc4c(c3)OCCO4)ccc21	-13.3%	/	/	/	2.6	135	-2.6	135	-8.1%
c1ccc2[nH]c(SN3CCOCC3)nc2c1	-26.5%	0.5	64.5	64.0	17.5	116	-17.5	116	0.2%
COC(=O)c1cc(S(=O)(=O)N2CCC(C)CC2)ccc1F	-10.3%	16.0	105.3	89.2	3.7	152	-3.7	152	-3.1%
CC(=O)Nc1ccc(Oc2cc(C#N)c(C#N)cc2N2CCOCC2)cc1	10.9%	0.7	80.2	79.5	9.8	65	-9.8	65	-3.8%
CCOC(=O)C1=C(N)OC2=C(C(=O)CCC2)C1c1cccnc1 (stereo not given)	-9.7%	5.4	85.4	80.0	/	/	/	/	-14.8%
Cc1noc(C)c1CSc1cc(C)c2ccccc2n1	-5.2%	-21.1	22.5	43.6	10.0	130	-10.0	130	6.0%
O=S(=O)(c1ccc(Cl)cc1)N1CCCC1c1nc(-c2ccc(Cl)cc2)no1 (stereo not given)	/	/	/	/	8.3	128	-8.3	128	/
O=C(CCCc1nc(-c2ccccc2)no1)Nc1cccnc1	25.2%	9.5	104.0	94.4	/	/	/	/	-8.9%
COc1cccc(-c2csc(N3CCN(C(=S)Nc4ccc(Cl)cc4)CC3)n2)c1	-1.9%	/	/	/	30.7	149	-30.7	149	0.5%
COc1ccc(NC(=O)C2CCN(c3cc(C)nc(-c4ccccc4)n3)CC2)cc1	-92.7%	-12.9	67.3	80.2	5.5	215	-5.5	215	7.3%
CN(CCc1ccccn1)Cc1ccc(Cl)cc1Cl	-19.4%	/	/	/	-5.5	182	5.5	182	1.3%
CCCCC(O)(C(NC=O)C(=O)OC)C(F)(F)F (stereo not given)	-9.4%	-18.0	92.6	110.6	0.7	149	-0.7	149	2.7%
Cc1cccc(OC(=O)c2ccc3nccnc3c2)c1	2.5%	29.8	102.5	72.7	-4.2	143	4.3	143	0.2%
CN(C)C=Nc1ncc2c([nH]c3ccccc32)c1C#N	-8.2%	-10.5	69.2	79.7	-1.3	185	1.3	185	-4.8%
O=C(NCc1ccc(F)cc1)c1ccc(CS(=O)(=O)Cc2ccc(F)cc2)o1	13.2%	5.8	100.2	94.4	25.6	131	-25.6	131	3.9%
CC1CCCC(C)N1CC(O)COCC1COc2ccccc2O1 (stereo not given)	-17.7%	/	/	/	3.4	131	-3.4	131	1.6%
COC(=O)C1=C(C)N(CCc2ccc(OC)c(OC)c2)C(=O)/C1=C\N(C)C	-47.8%	-2.5	97.7	100.2	2.9	193	-2.9	193	4.6%
CCOc1ccccc1N(CC(=O)Nc1ccccc1C(=O)OC)S(C)(=O)=O	1.8%	/	/	/	-16.6	127	16.6	127	-5.8%

Grouped by structure, the entries above containing bromine
SMILES	PLAP inhibitors HTS	MRP resist rev	MRP resist rev cytotoxicity	MRP resist rev with doxorubicin	NFkB transloc pot	NFkB transloc pot cell count 2 µM	IL1B NFkB inh	IL1B NFkB inh cell count 2 µM	Bcl-B displacement
CCC(=O)N1CCc2cc(Br)cc(S(=O)(=O)NCC3CCCO3)c21 (stereo not given)	-16.1%	10.2	98.0	87.8	/	/	/	/	-4.5%
Cn1c(/C=C/N2CCOCC2)c(C(=O)c2ccc(Br)cc2)c(=O)n(C)c1=O	0.8%	/	/	/	9.2	167	-9.2	167	-3.4%
O=C(O)c1nn2c(c1Br)NC(c1ccccc1)CC2C(F)(F)F (stereo not given)	9.1%	/	/	/	0.3	143	-0.3	143	-1.2%
CCOC(=O)N1CCN(C(=O)CCCn2c(=S)[nH]c3ccc(Br)cc3c2=O)CC1	-100.8%	-21.1	59.0	80.0	6.4	199	-6.4	199	1.5%
C/C(=N\NC(=O)c1nn(C)cc1Br)c1cccc(NC(=O)C2CCCC2)c1	-3.1%	/	/	/	12.5	177	-12.5	177	-5.8%

The listing continues.
SMILES	PLAP inhibitors HTS	MRP resist rev	MRP resist rev cytotoxicity	MRP resist rev with doxorubicin	NFkB transloc pot	NFkB transloc pot cell count 2 µM	IL1B NFkB inh	IL1B NFkB inh cell count 2 µM	Bcl-B displacement
CC(=O)N=C(N)Sc1nc2ccccc2[nH]1	/	-0.9	90.8	91.8	-5.2	138	5.2	138	/
CCc1nn(-c2cc(Cl)ccc2OC)c2c1C(=O)CCC2	-3.0%	-50.8	22.2	73.0	0.9	71	-0.9	71	-16.3%
CCOC(=O)N1CCC(NC(=O)CCC(=O)c2ccccc2)CC1	-19.1%	11.5	89.7	78.2	/	/	/	/	-15.2%
CCOC(=O)c1ccc(Nc2nc(C)cc(=O)[nH]2)cc1	-12.1%	-2.7	88.4	91.1	7.7	208	-7.7	208	-39.5%
Cn1c(CN2CCCCC2)nc2cc(NC(=O)c3ccc(F)cc3)ccc21	-11.9%	-1.1	77.8	79.0	12.3	97	-12.3	97	6.1%
CCOC(=O)c1nn(-c2ccc(OC)cc2)c(=O)c2c(N)scc12	-13.3%	-11.7	93.2	104.9	1.3	136	-1.3	136	47.7%
Cc1ccc(S(=O)(=O)N(C)Cc2nc(-c3ccncc3)no2)cc1	17.1%	11.5	93.3	81.8	8.4	164	-8.4	164	-4.1%
